Source: PubChem (several laboratories)
SV40 large T antigen – SV40 large T antigen inhibitors, biochemical (AID 1903). SV40 large T antigen ATPase/helicase inhibition assay; higher % means a stronger effect. 310,000 tested, 0.39% active. one-dose inhibition, % at 20 µM; IC50 in µM for titrated hits; in the data active means a potency from the dose series; inconclusive means inhibition mostly from about 32% at the one dose, without a potency; inactive means the rest, 99 in 100 with inhibition below about 32%; further: strong numbers were not always called active
GPR55 activation – GPR55 agonists via beta-arrestin recruitment, primary screen, imaging, U2OS cells, beta-arrestin-GFP redistribution (AID 1961); U2OS GPR55 beta-arrestin-GFP redistribution imaging; higher % means a stronger effect; activation, % at 10 µM, or EC50 in µM where a hit was titrated; 290,000 tested, 0.048% active;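 active means activation above 40% with more than 50 cells counted in the well; inconclusive means wells holding fewer than 50 cells, flagged as toxic or sparse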;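 further: U2OS osteosarcoma cells stably expressing GPR55 and beta-arrestin-GFP; plate controls were DMSO negative control for no effect and LPI positive control for full effect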
GPR55 LPI antagonism – GPR55 antagonists blocking LPI-driven arrestin recruitment, primary screen, imaging, U2OS, beta-arrestin-GFP, LPI agonist (AID 2013); G-protein coupled receptor 55 (Homo sapiens); U2OS GPR55 beta-arrestin-GFP translocation imaging, LPI antagonism; higher % means a stronger effect; one-dose inhibition, % at 10 µM; IC50 in µM for titrated hits; 290,000 tested, 0.13% active;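 active means spots per cell inhibited over 60%, with over 100 cells counted and total cytoplasm intensity under 500,000; inconclusive means wells with under 100 cells, flagged as likely toxic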;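 further: U2OS cells stably carrying GPR55 and arrestin-GFP stimulated by 5 µM LPI near EC80; imaged beta-arrestin-GFP aggregate spots per cell after agonist stimulation; plate controls were LPI-stimulated DMSO wells for no effect and DMSO wells without LPI for full effect; some results filed as inactive read as strong as hits; confirmed hits need IC50 under 10 µM and bright autofluorescent wells are also inconclusive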
Rac1 GTP hydrolysis – MgcRacGAP GTPase-activating activity inhibitors, confirmation, biochemical, ADP Hunter fluorescence; inhibition, % at 30 µM, or IC50 in µM where a hit was titrated; MgcRacGAP-stimulated Rac1 GTP hydrolysis, ADP Hunter fluorescence; higher % means a stronger effect; GST-tagged Rac1 F28L mutant substrate; Rac GTPase-activating protein 1 (Homo sapiens); 340,000 tested, 0.6% active;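 active means first-screen hits whose inhibition reached a set limit at any dose in the follow-up dose series; inconclusive means inhibition above the set first-screen limit but never retested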;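 further: fluorescence reports GDP produced by GAP-driven GTP hydrolysis; strong numbers were not always called active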
Yfh1-off respiration – enhancers of respiration in Yfh1-depleted yeast, dose response, Friedreich's ataxia, plus single-dose screen (AID 1465); S. cerevisiae Yfh1-off respiration, WST-1 reduction, 72 h; higher fold induction means a stronger effect; one-dose fold induction at 50 µM; EC50 in µM for titrated hits; 220,000 tested, 0.074% active;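 active means fold induction of absorbance versus untreated yeast above a set limit, then at least 30% activation at any dose in follow-up; inconclusive means repeats straddling the limit, or above it without dose testing; inactive means fold induction below the set limit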;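 further: activators that raise dye reduction in frataxin-depleted yeast; strong numbers were not always called active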
GPR35 antagonists – GPR35 antagonists blocking zaprinast-driven arrestin recruitment, primary screen, imaging, U2OS, beta-arrestin-GFP, zaprinast agonist (AID 2058). 290,000 tested, 0.052% active. U2OS GPR35 beta-arrestin-GFP translocation imaging, zaprinast antagonism; higher % means a stronger effect. inhibition, % at 10 µM; hits with a dose series show IC50 in µM;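 active means inhibition of at least 50% with at least 30 cells and total cytoplasm GFP at most 10,000,000; inconclusive means under 30 cells or total GFP of 10,000,000 plus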
Dengue-2 NS5 capping – Dengue-2 NS5 methyltransferase inhibitors, primary screen, biochemical, confirmation dose response (AID 588689). one-dose inhibition, % at 25 µM; IC50 in µM for titrated hits. Dengue-2 NS5 methyltransferase capping enzyme assay, biochemical; higher % means a stronger effect. 340,000 tested, 0.3% active; in the data active means a potency from the dose series; inconclusive means inhibition above about 29% without an active follow-up result
NTR1 ag – agonists of NTR1, primary screen, imaging, U2OS cells, beta-arrestin-GFP, high content (AID 493036). activation, % at 20 µM. NTR1-U2OS beta-arrestin-GFP spot imaging, agonist mode. 330,000 tested, 0.17% active. Neurotensin receptor type 1 (Homo sapiens), P30989;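 active means activation at or above 40% of the spot to cytoplasm intensity ratio, with at least 20 cells analyzed; inconclusive means wells under 20 cells, flagged as cytotoxic or low count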;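 further: 0% = DMSO without peptide and 100% = 100 nM NTR1 peptide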
Target sequence (P30989 whole entry, looked up): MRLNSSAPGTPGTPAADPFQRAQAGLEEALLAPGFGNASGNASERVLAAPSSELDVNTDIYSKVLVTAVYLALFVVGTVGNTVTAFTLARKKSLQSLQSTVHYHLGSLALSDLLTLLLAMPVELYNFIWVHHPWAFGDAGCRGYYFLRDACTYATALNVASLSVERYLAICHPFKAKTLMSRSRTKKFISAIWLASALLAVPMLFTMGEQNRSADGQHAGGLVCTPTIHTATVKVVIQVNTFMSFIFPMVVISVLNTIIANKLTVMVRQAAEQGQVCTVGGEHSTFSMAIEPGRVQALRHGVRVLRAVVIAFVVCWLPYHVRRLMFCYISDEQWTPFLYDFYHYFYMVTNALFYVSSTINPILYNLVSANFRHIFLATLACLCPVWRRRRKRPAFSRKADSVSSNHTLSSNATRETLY
AID2073 – inhibitors of Mint1-CaV2.2 protein interaction, biochemical, HTRF (AID 2073); Voltage-dependent N-type calcium channel subunit alpha-1B (Homo sapiens); HTRF protein-protein interaction, Mint1-CaV2.2; higher % means a stronger effect; inhibition, % at 20 µM, or IC50 in µM where a hit was titrated; 290,000 tested, 0.19% active; in the data active means inhibition mostly above about 51%, no sharp cut-off; inconclusive means no clear call, values can overlap the other calls; inactive means mostly below about 53%; further: some results filed as inactive read as strong as hits
NTR1 ag cell count 20 µM – also measured in NTR1 ag; calls as there; cell count; measured here: cell count, cytotoxicity flag
* hit, by the source's call; i = inactive; ? = inconclusive; nt = no result given.

SMILES	SV40 large T antigen	GPR55 activation	GPR55 LPI antagonism	Rac1 GTP hydrolysis	Yfh1-off respiration	GPR35 antagonists	Dengue-2 NS5 capping	NTR1 ag	NTR1 ag cell count 20 µM	AID2073
CCOC(=O)c1sc(NC(=O)COC(=O)Cn2cnc3ccccc32)c(C(=O)OCC)c1C	0%	-0.5%	4%	1%	nt	29%	-1%	2.4	52	8%
O=C(CSc1ncn[nH]1)c1ccco1	29%	0.3%	5%	8%	i	1%	-8%	-1.0	42	-10%
COc1ccc(Oc2nc(C)cc(C)c2C#N)cc1	1%	0.1%	14%	9%	i	0%	0%	0.8	59	7%
COC(=O)/C=C1\N/C(=N\c2nc(C)cc(C)n2)N(c2ccc(Cl)cc2)C1=O	7%	0.1%	-6%	nt	i	0%	nt	-1.0	36	6%
O=C(O)CCCCCNc1nc(=S)[nH]c2ccccc12	19%	-0.2%	1%	6%	i	8%	-3%	-2.8	100	-20%
COc1cccc(C(=O)NN2c3ccccc3CCc3ccccc32)c1	2%	0.2%	-6%	2%	i	-1%	-3%	nt	nt	-5%
COc1ccc(OC)c(CNC(=O)C2CCC(=O)N2C(C)C)c1 (stereo unspecified)	17%	-0.1%	13%	1%	nt	-5%	-5%	-0.8	46	9%
O=C(C1CCCN(S(=O)(=O)c2cnc[nH]2)C1)N(CCc1ccccc1)Cc1ccccc1 (stereo unspecified)	2%	0.3%	-2%	3%	i	-8%	-2%	3.8	56	-10%
Cc1ccc(C2CC(=O)N(c3ccc(F)cc3)C3=C2C(=O)CCC3)cc1 (stereo unspecified)	1%	-0.1%	-14%	7%	i	17%	3%	-1.4	87	-4%
COc1ccc(-c2cccc(C3CC=CC4C3C(=O)N(Cc3ccccc3)C4c3ccc4ccccc4c3)c2)cc1 (stereo unspecified)	3%	-0.1%	21%	7%	i	-5%	-4%	-0.6	63	27%
CCc1ccc(NC(=O)C(CC)c2ccccc2)cc1 (stereo unspecified)	4%	-0.8%	-5%	1%	i	-8%	-7%	3.2	53	9%
Cc1nnsc1C(=O)N1CCCC(Nc2ccc(C(C)C)cc2)C1 (stereo unspecified)	15%	-0.2%	9%	11%	nt	-2%	-1%	-0.2	55	-9%
CC(=O)N1CCc2cc(S(=O)(=O)NC(CC(C)C)C(=O)N3CCc4ccccc4C3)ccc21 (stereo unspecified)	2%	-0.1%	12%	3%	i	4%	1%	0.6	108	6%
O=C1NC(=O)/C(=C\c2ccc(O)cc2O)S1	?	-0.5%	-4%	?	i	-15%	9%	0.2	49	36%
CN(C)S(=O)(=O)N(CC(=O)Nc1ccc(F)c(F)c1)c1ccccc1	5%	-0.1%	11%	4%	i	-3%	0%	0.4	79	6%
O=C(/C=C/c1ccc2c(c1)OCO2)NCCCN1CCOCC1	28%	0.4%	8%	9%	i	8%	1%	1.8	76	5%
COc1cc(OC)c(C(=O)O/N=C(\N)c2ccccc2)cc1OC	-1%	0.0%	13%	7%	nt	-1%	-5%	3.5	73	2%
O=C(Nc1nnc(CC(=O)N2CCOCC2)s1)c1cccs1	3%	-0.1%	10%	4%	i	2%	-3%	-4.2	90	-6%
C=CCn1c(N)c(C(=O)OCC)sc1=S	17%	0.0%	-4%	8%	i	14%	0%	2.5	90	-5%
Cc1ccc(S(=O)(=O)N2CCN(C(=O)c3cccs3)CC2)cc1C	1%	0.0%	17%	2%	i	6%	7%	0.8	44	-12%
CCCCn1c(=O)nc2n(-c3ccc(Cl)cc3)c3ccccc3cc-2c1=O	32%	0.1%	-12%	4%	i	3%	5%	4.0	52	-6%
COc1ccc(-c2nc(CS(=O)CC(=O)NCc3ccc4c(c3)OCO4)c(C)o2)cc1 (stereo unspecified)	12%	-0.1%	3%	2%	i	-11%	-4%	-2.0	96	-3%
Cc1ccc(OCC(O)CN2CC3(C)CC2CC(C)(C)C3)cc1 (stereo unspecified)	7%	-0.2%	24%	19%	i	4%	-4%	1.5	45	5%
COc1ccc(Cn2cnc3c(N)c(C)c(C)cc32)cc1	35%	-0.3%	6%	16%	i	-6%	-1%	-1.4	75	-11%
Cc1ccc2c(c1)[C@H]1OCC[C@H]1[C@@H](c1ccncc1)N2	3%	-0.2%	0%	4%	i	-7%	0%	-1.2	71	-11%
COc1cc(C(=O)NNC2=CC(=O)CC(C)(C)C2)cc(OC)c1OC	14%	-0.1%	-4%	11%	i	-3%	1%	0.1	48	1%
Cc1cc(C)cc(OCC(=O)OCC(=O)N2CCc3ccccc32)c1	13%	nt	nt	6%	nt	nt	6%	0.6	44	nt
Cc1nc(-c2ccc(Br)cc2)ccc1C(=O)O	2%	0.1%	12%	4%	i	1%	2%	-0.2	67	22%
O=C(NCc1ccco1)c1ccc2c(c1)CCO2	-2%	-0.1%	10%	13%	i	6%	-7%	-0.1	62	-21%
Cc1ccccc1Cn1nc(C)c(NC(=O)c2sc3ccccc3c2Cl)c1C	25%	-0.1%	12%	5%	i	9%	3%	7.0	74	-1%
O=C(Cc1cccs1)N1CCN(c2ccccn2)CC1	11%	-0.3%	-2%	2%	i	7%	-8%	1.3	51	0%
O=C(COC(=O)c1cccs1)Nc1ccc(S(=O)(=O)N2CCOCC2)cc1	10%	-0.4%	17%	0%	i	-10%	-1%	1.8	57	?
COc1cc(CCC(=O)NCc2ccc(Cl)cc2)cc(OC)c1OC	3%	-0.1%	11%	6%	nt	18%	-10%	-0.5	85	6%
O=C(NCc1ccc2c(c1)OCO2)C1CCCCC1	2%	0.0%	0%	6%	nt	19%	-13%	0.2	63	-3%
Cc1nn(C)c(C)c1/C=N/NC(=O)CCn1cc([N+](=O)[O-])cn1	3%	0.0%	4%	4%	i	-8%	-6%	-0.8	62	0%
C[N+](C)(C)CCNC(=O)c1c(O)c2c([nH]c1=O)CCCC2	4%	-0.2%	4%	6%	i	-2%	-5%	-5.2	97	-7%
CC1=NN(c2ccc(C)c(C)c2)C(=O)C1C(c1cccc(O)c1)C1C(=O)N(c2ccc(C)c(C)c2)N=C1C (stereo unspecified)	-5%	-0.1%	nt	4%	?	-6%	35%	15	37	-14%
Cc1ccc(-c2noc(CCCC(=O)NC3CCCC3)n2)cc1	6%	0.2%	3%	3%	nt	-3%	0%	1.2	71	2%
O=C(Nc1ccccc1)OCCNC(=O)c1cccc(Cl)c1	10%	0.2%	-16%	1%	i	-2%	-12%	0.4	63	-9%
CN1C(=O)CC(NNC(=O)c2ccccc2)C1=O (stereo unspecified)	3%	0.0%	-22%	9%	i	4%	0%	-4.1	86	-4%
Cc1ccccc1NC(=O)c1ccc(CSc2ncccn2)cc1	13%	-0.1%	21%	11%	i	4%	2%	0.2	66	-8%
N#CC1=C(N)C2=C(N3CCCCC3)CCCC2C1(C#N)C#N (stereo unspecified)	10µM*	0.5%	12%	29%	i	0%	76%	0.6	75	-4%
CC(C)(C)c1ccc(C(=O)NC(=S)Nn2cnnc2)cc1	1%	0.4%	0%	2%	i	-9%	-6%	0.0	76	-20%
Cc1cc2nc(-c3ccc(=O)[nH]c3)n(C)c2cc1C	8%	-0.1%	6%	nt	nt	-1%	-12%	nt	nt	9%
COc1ccc(O)c(C2(O)C(=O)c3ccccc3C2=O)c1	12%	-0.3%	-9%	14%	i	6%	2%	-0.1	54	0%
Cc1cc(C)[n+](-c2ccc(Oc3ccccc3)c(S(=O)(=O)[O-])c2)[nH]1	17%	0.3%	5%	14%	i	4%	-1%	-1.0	53	0%
CC(=O)NC(=O)COC(=O)/C=C/c1c(C)nn(Cc2c(Cl)cccc2Cl)c1Cl	3%	0.2%	-10%	0%	i	0%	-1%	3.4	60	-7%
Cc1nnc(N2CCOCC2)c2nn(-c3cccc(Cl)c3)c(C)c12	26%	-0.3%	-1%	1%	i	1%	-37%	1.8	60	2%
C1N2CN3CN1CN(C2)C3	9%	nt	nt	1%	nt	nt	-1%	-0.8	49	nt
COc1ccc(CCn2nnnc2C(C(C)C)N2CCC(C(N)=O)CC2)cc1OC (stereo unspecified)	-5%	-0.3%	-4%	9%	nt	16%	-7%	10	78	-1%
CC(C)(C)c1ccc(C(=O)NCCOc2ccccc2)cc1	3%	-0.2%	1%	-9%	nt	10%	-4%	1.9	66	-2%
Cc1ccc(OCCCCCCN2CCNCC2)c(Br)c1	8%	nt	nt	2%	nt	nt	-12%	-0.6	50	nt
Cc1c(C)n(C)c2ccc(C(=O)NCCCN3CCN(c4ccc(F)cc4)CC3)cc12	-10%	-0.1%	-8%	-4%	nt	-11%	-3%	1.9	57	-4%
O=C(NC(=S)Nc1ccc(Cl)cc1Cl)C1CC1	8%	-0.1%	13%	7%	nt	-19%	-1%	5.0	69	2%
Cc1ccc(NC(=O)C2CCN(S(=O)(=O)c3cccc4nonc34)CC2)cc1	1%	0.2%	-13%	3%	nt	1%	0%	-1.5	59	6%
CC[C@H](C)[C@H](NC(N)=O)C(=O)Nc1ccc(S(=O)(=O)NC(C)C)cc1	13%	0.7%	7%	-3%	i	-15%	5%	0.9	73	-2%
COc1ccc(/C=N/Nc2nc(-c3ccc(C)cc3)c(C#N)c(=O)[nH]2)cc1	12%	-0.1%	-21%	6%	nt	-10%	-11%	-1.1	51	6%
COc1ccc(CCNC(=O)c2cc(=O)c3ccc(C)cc3o2)cc1OC	12%	0.0%	9%	8%	nt	-13%	-7%	-0.2	59	11%
Cc1cccnc1NC(=O)C1CCN(S(=O)(=O)c2c(C)noc2/C=C/c2ccco2)CC1	7%	0.3%	-1%	10%	i	12%	-5%	2.2	47	30%
COc1ccccc1CNS(=O)(=O)c1cc(-c2cc(C)no2)ccc1C(C)C	6%	0.4%	4%	7%	nt	7%	-10%	8.6	48	-1%
O=C(c1ccccc1NS(=O)(=O)c1cccc([N+](=O)[O-])c1)N1CCOCC1	5%	0.2%	14%	4%	i	-1%	-4%	2.3	61	-4%
